# MEKK2wt PB1 HTS – raises or lowers MEK5 binding to wildtype human MEKK2 PB1 domain; bead flow cytometry, Alexa488-MEK5 binding to MEKK2 WT; actives lie on both sides; Q9Y2U5; hit rate 1.1% among 290,000; binding response (% of control), % at 10 µM; AID 1531; in the data active = binding response below about 67% or above about 130%
# IMP-1 inh – blocks Pseudomonas aeruginosa IMP-1 metallo-beta-lactamase; purified IMP-1, nitrocefin hydrolysis, epi-absorbance fluorescence; inhibition, % at 5.6 µM; hit rate 0.45% among 290,000;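 active = inhibition above the mean plus 3 SD of all compounds in the same screening run, cut at about 4.5% in these data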;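 note: 0% = IMP-1 with DMSO and 100% = DMSO wells lacking enzyme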
#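 System – purified recombinant IMP-1 beta-lactamase · Input – IMP-1 dispensed at 0.2 nM · Timing – 15 min preincubation plus 25 min reaction at 25 °C · Signal – Epi-absorbance fluorescence, 480 nm excitation, 530 nm emission · Measure – percent IMP-1 inhibition derived from blank-referenced optical density · Controls – Enzyme-plus-DMSO low control, enzyme-free DMSO high control · Replication – singlicate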
# HCV NS3 hel inh – blocks Hepatitis C virus NS3 helicase unwinding. NS3 helicase DNA unwinding, Cy5 molecular beacon fluorescence. inhibition, % at 10.9 µM. hit rate 0.56% among 290,000. AID 1800;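 active = inhibition above the mean of all tested compounds plus 3 SD, set per campaign, cut at about 35% in these data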;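 note: 0% = DMSO wells and 100% = thioflavine S control wells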
#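 System: NS3 helicase fragment of HCV / Schedule: 1 h at 25 °C / Control set: DMSO alone as 0% and 110 µM thioflavine S as 100% / Reagent: Cy5/quencher beacon DNA duplex and ATP to start / Technique: Cy5 fluorescence / Replication: singlicate / Evaluation: % inhibition of end-to-start signal ratio versus controls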
# NALP1 yeast inh – inhibitors of NALP1 inflammasome in yeast; S. cerevisiae NALP1/ASC/caspase-1 growth, X-gal OD620, 72 h; AID 2071; hit rate 0.61% among 280,000; inhibition, % at 10 µM; in the data active = inhibition mostly above about 24%, no sharp cut-off; inactive = mostly below about 32%; note: some compounds called inactive have numbers as strong as hits
# PfM18AAP inh – blocks P. falciparum M18 aspartyl aminopeptidase; recombinant PfM18AAP, H-Glu-NHMec fluorogenic cleavage; inhibition, % at 7.35 µM; hit rate 1.2% among 290,000; AID 1822;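 active = inhibition above the campaign mean inhibition over all tested compounds plus 3 SD, cut at about 28% in these data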;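 note: 0% = plate median of test compound wells and 100% = 2 mM ZnCl2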
# UBC9 SUMO inh – SUMOylation inhibition | HTRF SUMOylation assay, SAE1/SAE2 + UBC9, in vitro | inhibition, % at 35 µM | hit rate 0.36% among 290,000 | AID 2006; in the data active = inhibition above about 50%, passing the limit was not always enough; note: strong numbers were not always called active
# Target sequence (P63279 whole entry, looked up): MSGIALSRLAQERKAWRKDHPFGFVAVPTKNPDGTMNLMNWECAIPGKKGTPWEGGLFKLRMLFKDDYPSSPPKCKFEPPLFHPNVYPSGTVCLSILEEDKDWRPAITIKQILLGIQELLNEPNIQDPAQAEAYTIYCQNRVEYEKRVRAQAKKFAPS
# FID counter – displaces DNA intercalator in HCV helicase counter-screen; DNA fluorescent intercalator displacement, fluorescence; inhibition, % at 7.9 µM; hit rate 0.17% among 290,000; AID 1845; in the data active = inhibition above about 37%;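 note: 0% = vehicle and 100% = reference compound; higher means more ethidium bromide displaced from hairpin DNA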
# MEKK2mut PB1 HTS – signal of MEK5 binding to mutant human MEKK2 PB1 domain | bead flow cytometry, Alexa488-MEK5 binding to MEKK2 mutant | percent response, % at 10 µM | hit rate 0.35% among 290,000; in the data active = percent response above about 24%, passing the limit was not always enough; note: inactives centre near 1; some results filed as inactive read as strong as hits
# VIM-2 inh – blocks Pseudomonas aeruginosa VIM-2 metallo-beta-lactamase. inhibition, % at 5.6 µM. AID 1527. hit rate 0.89% among 290,000. purified VIM-2, nitrocefin hydrolysis, epi-absorbance fluorescence;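 active = inhibition above the mean of all tested compounds plus 3 SD, cutoff set per screening run, cut at about 7.5% in these data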;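 note: red hydrolysis product quenches plate fluorescence so inhibitors raise well fluorescence; 0% = enzyme with DMSO and 100% = DMSO without enzyme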
# The depositor's hits bear a star; . = not tested or not shown; [ ] = remark or other dose. Hits appear at their usual frequency. Share with any hit: about 4.7%.
SMILES,MEKK2wt PB1 HTS,IMP-1 inh,HCV NS3 hel inh,NALP1 yeast inh,PfM18AAP inh,UBC9 SUMO inh,FID counter,MEKK2mut PB1 HTS,VIM-2 inh
COc1ccc(NC(=O)Nc2ccc(F)cc2F)c(C)c1,96,-2.9,1,12,1,-3,-1,-4,-2.4
CCc1cc(C(=O)OC)c(NC(=O)CCC(=O)O)s1,99,15*,4,30,-2,0,-7,2,1.4
COCCSc1nnc(NC(=O)C2CC(=O)N(CCc3ccc(F)cc3)C2)s1 (stereo not drawn),99,-3.9,8,-7,5,5,-30,-3,-3.0
O=C(CSc1nnc(CNC(=O)c2ccc(F)cc2)o1)c1ccccc1,108,-4.2,4,0,-5,3,-15,11,-3.3
NC(=O)c1ccc(-n2nnnc2SCC(=O)Nc2ccc(F)cc2)cc1,108,-3.2,-1,2,-5,-10,2,10,-3.4
COc1cccc(NC(=S)N2C3CCCC2CC(NC(=O)C2CC2)C3)c1 (stereo not drawn),98,2.1,27,28,-2,-1,-12,-4,1.3
C=CCN(CC=C)C(=O)C1CCN(S(=O)(=O)c2ccc(-n3cnnn3)cc2)CC1,97,-3.9,3,0,0,5,-24,-1,-5.9
Cc1ccc2nc(C)c(C(=O)N/N=C/c3cccs3)cc2c1,100,-3.9,-2,0,2,-1,-12,-2,-3.5
O=C(CCn1c(=S)oc2ccccc21)NC1CCCCCCC1,95,-1.5,-10,.,-5,16,-4,0,0.2
N#Cc1ccc(-c2cccnc2)nc1SCC(N)=O,95,-4.8,-12,.,-1,8,-1,-5,-2.2
O=C(CSc1c2c(nc3ccccc13)CCC2)N1CCCC1,102,-0.4,-2,13,11,3,-20,3,0.9
COCCN1Cc2cccc(C(=O)Nc3cc(C)cc(C)c3)c2C1=O,104,-2.3,2,-6,0,9,-4,4,0.2
Cc1nn(-c2ccccc2)nc1CNC(=O)C1CCC1,99,-1.0,-2,-4,5,14,-3,8,-1.9
CC1Oc2ccccc2N(Cc2cccc(F)c2)C1=O (stereo not drawn),97,-4.1,2,0,-1,6,-10,1,-1.6
O=C(O)COc1ccc2oc3ccccc3c2c1,99,-1.2,1,0,1,14,-11,-1,-1.5
CCOC(=O)C1=C(CN2CCSCC2)NC(=O)NC1c1ccc2c(c1)OCO2 (stereo not drawn),95,-2.2,-3,-18,4,3,-26,0,-0.6
CCOC(=O)CSc1nc(C)c2cccc(C)c2n1,106,-2.4,4,12,-14,24,-18,1,0.5
Cc1ccc(OCCN2CCN(C)CC2)c([N+](=O)[O-])c1,94,-5.9,6,45,8,21,6,-1,0.6
CCOc1ccccc1Nc1ccc(C(=O)O)cc1NC(C)=O,83,-2.6,3,4,3,-1,-3,-10,-1.4
Cc1ccc(N(C(=O)c2ccc(CN3CCOCC3)o2)C(C(=O)NCCC(C)C)c2cccs2)c(C)c1 (stereo not drawn),100,-3.5,-8,-27,-3,-19,-37,-1,-1.6
Cc1cc(/C=C2\SC(=O)NC2=O)c(C)n1-c1ccc(N2CCOCC2)cc1,95,0.9,29,24,11,-6,-16,0,1.0
COc1cc(/C=C2/C(=O)N(c3cccc(Br)c3)N=C2C)cc(OC)c1O,98,-8.2,-29,9,20,-3,-4,-1,-4.7
COc1ccc(CN(CC(=O)NCCc2ccccc2)C(=O)CCC(=O)Nc2cc(C)ccn2)cc1,107,-1.3,-3,9,2,-8,-31,3,-2.2
O=C(c1ccc(-c2ccc(Cl)cc2)o1)N1CCN(c2ccc([N+](=O)[O-])cc2Cl)CC1,.,-3.2,0,42,3,0,-2,.,-0.9
O=C(O)Cc1cc(C(=O)Nc2ccc(Br)cc2)sc1-c1ccccc1,98,-0.3,0,10,-2,-6,-23,-3,-5.4

# A run of entries from further up, for reference:
SMILES,MEKK2wt PB1 HTS,IMP-1 inh,HCV NS3 hel inh,NALP1 yeast inh,PfM18AAP inh,UBC9 SUMO inh,FID counter,MEKK2mut PB1 HTS,VIM-2 inh
Cc1ccc2nc(C)c(C(=O)N/N=C/c3cccs3)cc2c1,100,-3.9,-2,0,2,-1,-12,-2,-3.5
O=C(CCn1c(=S)oc2ccccc21)NC1CCCCCCC1,95,-1.5,-10,.,-5,16,-4,0,0.2
N#Cc1ccc(-c2cccnc2)nc1SCC(N)=O,95,-4.8,-12,.,-1,8,-1,-5,-2.2
O=C(CSc1c2c(nc3ccccc13)CCC2)N1CCCC1,102,-0.4,-2,13,11,3,-20,3,0.9
COCCN1Cc2cccc(C(=O)Nc3cc(C)cc(C)c3)c2C1=O,104,-2.3,2,-6,0,9,-4,4,0.2
Cc1nn(-c2ccccc2)nc1CNC(=O)C1CCC1,99,-1.0,-2,-4,5,14,-3,8,-1.9
CC1Oc2ccccc2N(Cc2cccc(F)c2)C1=O (stereo not drawn),97,-4.1,2,0,-1,6,-10,1,-1.6
O=C(O)COc1ccc2oc3ccccc3c2c1,99,-1.2,1,0,1,14,-11,-1,-1.5
CCOC(=O)C1=C(CN2CCSCC2)NC(=O)NC1c1ccc2c(c1)OCO2 (stereo not drawn),95,-2.2,-3,-18,4,3,-26,0,-0.6

# Additional structures
SMILES,MEKK2wt PB1 HTS,IMP-1 inh,HCV NS3 hel inh,NALP1 yeast inh,PfM18AAP inh,UBC9 SUMO inh,FID counter,MEKK2mut PB1 HTS,VIM-2 inh
CSc1nnc(C)c(=O)n1COC(=O)COc1ccc(F)cc1,97,-3.3,2,4,5,-17,9,0,-1.4
CC(C)Cn1c(N)c(C(=O)CCl)c(=O)n(C)c1=O,95,-3.4,-2,12,-2,-3,-6,4,-4.1
O=C(NCCCc1ccccc1)c1ccc(CS(=O)Cc2ccc(Cl)cc2)o1 (stereo not drawn),101,-1.1,6,-12,-3,-1,-46,3,-1.4
O=C(c1ccccc1)N1CCCC(c2ccc(Cl)cc2)=N1,103,-2.0,2,8,-1,-6,-12,9,1.0
c1ccc(-c2csc(-n3cnnn3)n2)cc1,100,-4.0,-2,-4,13,-20,1,-4,-1.7
Cn1cc(S(=O)(=O)N2CCCC2)cc1C(=O)NCCc1ccccc1,98,-3.8,7,20,5,8,-20,0,-2.7
Cc1nnsc1C(=O)Nc1ccccc1Cl,99,0.2,10,0,4,-29,1,2,1.1
O=C(c1ccccc1)N1CCCC(C(=O)N2CCN(c3ccccc3)CC2)C1 (stereo not drawn),109,-1.9,-2,-14,0,18,-23,9,0.0
CCCN(Cc1ccccc1)C(=S)Nc1ccc(OCC)cc1,92,-1.8,-9,-28,-6,1,4,-3,-2.3
O=c1cc(CSc2nnnn2-c2ccccc2)nc2sccn12,100,-3.1,2,-13,-1,8,-4,0,-6.0
COc1ccc(C2C(C#N)=C(N)OC3=C2C(=O)CC(C)(C)C3)c([N+](=O)[O-])c1OC (stereo not drawn),109,-2.2,-2,-8,13,4,-6,1,-4.1
OC(c1ccccc1)c1nc2ccccc2[nH]1 (stereo not drawn),109,-1.8,3,1,2,-2,2,10,-0.4
CCCCn1nnc(NC(=O)C(c2ccccc2)c2ccccc2)n1,77,-1.7,-14,25,8,5,-23,-11,1.4
N#Cc1nc(COc2ccc(-c3ccccc3)cc2)oc1NCCCN1CCOCC1,140*,-1.3,-83,8,-11,-38,18,20,-0.8
COc1ccc(C(=O)Nc2ccc3oc(Cc4ccc(Cl)cc4)nc3c2)cc1OC,103,-3.2,-19,3,-11,-4,-20,1,-1.6
CCc1ccc(NC(=O)CCCn2nc(CC)n3c(cc4occc43)c2=O)cc1,98,-1.0,0,11,-1,0,-43,0,-1.6
O=C(COC(=O)Cc1ccc(F)cc1)Nc1cc(S(=O)(=O)N2CCOCC2)ccc1N1CCCC1,110,-2.7,11,20,0,5,-22,18,-1.6
c1ccc(-n2ncc3c(NCCCN4CCOCC4)ncnc32)cc1,103,-2.3,0,7,0,-4,7,-1,-0.6
O=C(Nc1ccc(N2CCOCC2)c(Cl)c1)c1ccco1,100,0.3,-1,11,-1,2,2,0,0.1
CC(=O)N1CC2(C)CN(C(C)=O)CC(C)(C1)C2,94,1.7,14,17,0,18,-1,0,0.7
O=C(CSCC(=O)Nc1cccc2ccccc12)Nc1cccc2ccccc12,97,-0.4,-8,.,1,-2,-15,1,-0.9
Cc1onc(-c2ccccc2)c1C(=O)N1CCCN2C(=O)c3ccccc3C21 (stereo not drawn),100,-1.3,-2,7,3,10,-16,-4,-2.2
CC(=O)Nc1ccc(S(=O)(=O)N2CCN(c3cc(C)ccc3C)CC2)cc1,107,-3.2,-24,30,-2,-24,-17,4,-2.8
Cc1nn(-c2ccccc2)c(C)c1NC(=O)Cc1cccs1,98,-2.0,3,23,-7,2,-7,5,-1.9
O=C(CN1CCCCCC1)Nc1ccc(S(=O)(=O)N2CCCCC2)cc1,100,-2.2,9,15,3,2,10,-1,-1.7
# (next part)
SMILES,MEKK2wt PB1 HTS,IMP-1 inh,HCV NS3 hel inh,NALP1 yeast inh,PfM18AAP inh,UBC9 SUMO inh,FID counter,MEKK2mut PB1 HTS,VIM-2 inh
CC(=O)Nc1ccc(S(=O)(=O)n2cnc3cc(C)c(C)cc32)cc1,.,-2.5,-11,21,2,8,-1,.,-2.4
Cc1nn(C(C)C(=O)NCc2ccco2)c(=O)c2nn(-c3ccccc3)c(C)c12 (stereo not drawn),101,-2.3,-1,7,2,-4,-26,-2,-2.1
CCOc1ccc(NC(=O)CC2C(=O)N(CC)C(=S)N2CCN2CCOCC2)cc1 (stereo not drawn),103,-2.6,0,7,-2,1,-13,0,-4.0
CCCCCCCCCCOC(=O)NC1CCS(=O)(=O)C1 (stereo not drawn),97,-0.7,-7,11,-8,0,-20,-7,0.7
Cc1cccc(C(=O)NCCCN(C)CCCNC(=O)c2cccc(C)c2)c1,112,1.3,0,20,6,15,10,4,-0.1
O=C(NCc1ccc2c(c1)OCO2)c1c(O)c2cccc3c2n(c1=O)CCC3,96,-3.6,3,2,-7,0,1,-6,-0.3
CC(C)NCC(O)COC1CCC(C(C)(C)C)CC1 (stereo not drawn),106,-3.1,-17,14,-11,-8,20,5,-1.2
CCc1ccc(NC(=O)CSc2nc(N)c(NC(=O)c3ccc(F)c(F)c3)c(=O)[nH]2)cc1,103,-1.1,2,8,0,29,-7,2,-1.9
CCc1c(C)nc2cc(-c3ccc(OC)c(OC)c3)nn2c1N1CCCC1,-1.0*[inhibitor],-1.4,-17,23,-3,3,-26,-28,1.7
O=C(CCn1c(=O)c2ccccc2n(Cc2cc(=O)n3ccccc3n2)c1=O)NCc1ccco1,109,-2.3,1,24,-11,11,-2,1,-2.5

# Three compounds already listed, sorted by their value in UBC9 SUMO inh, largest number first:
structure	UBC9 SUMO inh
Cc1cccc(C(=O)NCCCN(C)CCCNC(=O)c2cccc(C)c2)c1	15
CCc1c(C)nc2cc(-c3ccc(OC)c(OC)c3)nn2c1N1CCCC1	3
Cc1nn(C(C)C(=O)NCc2ccco2)c(=O)c2nn(-c3ccccc3)c(C)c12 (stereo not drawn)	-4
